MRP1 act – MRP-1 activation; viability increase, % at 10 µM; AID 799; H69AR cells + doxorubicin, viability rescue, CellTiter-Glo; actives 0.61% (n = 140,000);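 active means viability gain under doxorubicin at or above a set limit, the compound median plus 3 SD, cut at about 4.7% in these data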;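 further: MRP-1 overexpressing cells given doxorubicin 25 µM after compound pretreatment; 18-22 h compound pretreatment then 72 h with doxorubicin before readout; 0% = doxorubicin-only wells and 100% = vehicle-treated cells without doxorubicin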
PTEN del growth – suppresses growth of cells with PTEN deletion; viability, % at 10 µM; HCT116 PTEN-null viability, CellTiter-Glo, 60 h; stronger effect = lower value; actives 1.2% (n = 140,000);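 active means viability at or below a set limit, 4 SD under the median of all tested compounds, cut at about 3.7% in these data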;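 further: PTEN knockout HCT116 line with beta catenin targeted HCT116 as companion control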
Measles CPE – protection of cells from measles virus; protection (pct of control), % at 4 µM; AID 841; actives 1.5% (n = 140,000); Measles virus-infected cells, CPE protection, absorbance; in the data active means protection mostly above about 24%, no sharp cut-off; inactive means mostly below about 26%; further: some compounds called inactive have numbers as strong as hits
Yeast life ext – yeast lifespan extension | inhibition of the nicotinamide effect, % at 10 µM | S. cerevisiae growth with nicotinamide, OD615; deaD strain in restrictive glucose medium | AID 775 | actives 0.68% (n = 130,000);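 active means inhibition above a set limit, placed 3 SD over the median of all compounds, cut at about 26% in these data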;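 further: 0% = nicotinamide-treated wells and 100% = cells grown without nicotinamide; some compounds called inactive have numbers as strong as hits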
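assay system = DeaD-strain S. cerevisiae | measured by = absorbance at 615 nm | probe or stimulus = nicotinamide 1.5 mM | buffer or medium = CSMM-D glucose medium, restrictive | times = 48 h at 30 °C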
GALR2 antag – blocks the human galanin receptor 2 | O43603 | GALR2-expressing cells, antagonist mode | inhibition, % at 4 µM | actives 0.39% (n = 140,000) | AID 828; in the data active means inhibition above about 27%;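 further: cells stimulated with galanin 1-16 at roughly its EC80; 0% = agonist challenge control and 100% = basal control without agonist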
Target sequence (O43603 whole entry, looked up): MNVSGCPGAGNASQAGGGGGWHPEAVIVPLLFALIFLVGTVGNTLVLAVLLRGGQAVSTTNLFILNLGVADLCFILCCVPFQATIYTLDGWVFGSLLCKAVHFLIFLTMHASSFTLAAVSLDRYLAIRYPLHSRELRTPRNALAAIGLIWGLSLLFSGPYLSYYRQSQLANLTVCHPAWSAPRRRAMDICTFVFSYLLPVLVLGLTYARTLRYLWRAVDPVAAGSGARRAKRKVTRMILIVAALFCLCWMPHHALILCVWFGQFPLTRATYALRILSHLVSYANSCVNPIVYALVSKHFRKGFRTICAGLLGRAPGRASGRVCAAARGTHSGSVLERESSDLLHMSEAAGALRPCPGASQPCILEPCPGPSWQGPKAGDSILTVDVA
E-sel TNF inh – blocks E-selectin expression induced by TNF alpha; inhibition, % at 2 µM; HUVEC TNFa-induced E-selectin immunofluorescence, high content; actives 0.71% (n = 120,000);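 active means inhibition above the batch mean plus 3 SD, and confirmed as a hit on visual image review, cut at about 43% in these data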;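 further: 0% = TNF-stimulated DMSO wells and 100% = unstimulated control wells; not every result past the cut was called active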
NPY Y2 blocker – NPY-Y2 (human) receptor antagonism; P49146; NPY-Y2 expressing cells, antagonist mode; inhibition, % at 2.7 µM; actives 0.99% (n = 140,000); AID 793; in the data active means inhibition above about 17%;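 further: 0% = vehicle with agonist challenge and 100% = reference antagonist with challenge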
Target sequence (P49146 whole entry, looked up): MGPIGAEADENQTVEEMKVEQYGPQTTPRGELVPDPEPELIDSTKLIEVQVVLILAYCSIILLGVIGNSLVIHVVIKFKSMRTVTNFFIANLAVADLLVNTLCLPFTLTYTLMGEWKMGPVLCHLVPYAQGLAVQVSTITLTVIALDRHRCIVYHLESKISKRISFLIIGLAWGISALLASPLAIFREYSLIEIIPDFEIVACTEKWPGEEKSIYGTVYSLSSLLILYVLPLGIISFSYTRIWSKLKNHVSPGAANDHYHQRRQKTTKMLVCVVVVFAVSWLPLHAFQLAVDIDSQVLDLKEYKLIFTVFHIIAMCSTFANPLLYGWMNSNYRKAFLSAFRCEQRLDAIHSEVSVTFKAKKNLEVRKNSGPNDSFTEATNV
HCT116 bCat-KO – beta-catenin-lacking colon tumor cell growth suppression. actives 1.5% (n = 140,000). viability, % at 10 µM. HCT116 beta-catenin knockout viability, CellTiter-Glo, 60 h; stronger effect = lower value;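 active means viability at or under a set limit, the compound median less 4 SD, cut at about 6% in these data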;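 further: 0% = Hyamine 1622 control at 20 µM and 100% = untreated cell control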
Phagocyt inh – inhibitors of macrophage phagocytosis; J774A.1 macrophage IgG-bead phagocytosis, imaging; actives 0.07% (n = 110,000); inhibition, % at 5 µM; AID 1029;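 active means inhibition above the mean of the plate negative controls plus 5 SD, cut at about 13% in these data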;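 further: phagocytic index as fraction of beads internalized from green versus red external bead signal; plate controls were DMSO negative control for no effect and cytochalasin-D positive control for full effect; some results beyond the cut were filed as inactive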
Yeast growth inh – yeast BB579 growth reduction in restrictive medium; actives 0.51% (n = 140,000); inhibition, % at 10 µM; S. cerevisiae BB579 growth, OD615, 48 h;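 active means inhibition above a set limit, 3 SD over the mean compound inhibition, cut at about 44% in these data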; further: inactives centre near -24
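Test system: S. cerevisiae DeaD strain BB579 yeast; Medium: restrictive CSMM-D medium; Compound: one dose, 10 µM compound with 0.25% DMSO; Incubation: 4 h cell preincubation, 48 h compound exposure, 30 °C humidified; Signal: OD at 615 nm; Benchmarks: amphotericin B at 10 µg/mL as positive control.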
* marks the source's active call; other numbers are inactive results; . = not tested or not shown.

The line under a structure holds: MRP1 act | PTEN del growth | Measles CPE | Yeast life ext | GALR2 antag | E-sel TNF inh | NPY Y2 blocker | HCT116 bCat-KO | Phagocyt inh | Yeast growth inh
CCN(CC)C(=O)c1sc(NC(=O)c2ccoc2C)c(C(=O)OC)c1C
 : -0.3 | 88 | 16 | -8 | 5 | . | 2 | 100 | 0 | -15
N#Cc1ccsc1NC(=O)COC(=O)c1cc2ccccc2cc1O
 : -2.7 | 91 | 27 | -2 | 15 | 55 | 12 | 90 | -7 | -19
COc1ccc(-c2nnc(SCc3ccccc3)n2N)cc1
 : -0.3 | 102 | 31 | -4 | -4 | 13 | 0 | 104 | -1 | -44
Cc1ccc(S(=O)(=O)Cn2nnnc2C(c2ccc(F)cc2)N2CCC(C(N)=O)CC2)cc1 (stereo not given)
 : -1.2 | 88 | 16 | -11 | 0 | -17 | 1 | 96 | -1 | -14
CC(C)NC(=S)NCc1cccnc1
 : -0.1 | 93 | 51* | -1 | 4 | 53 | -1 | 95 | -6 | -42
CCOC(=O)N1CCC(NC(=O)CCc2cn(C)c3ccccc23)CC1
 : 0.8 | 98 | 3 | -2 | 2 | . | -1 | 96 | 4 | -24
CC1(C)C(=O)C2(CCCC2)C(=O)OC1c1ccco1 (stereo not given)
 : -0.6 | 92 | 15 | 2 | -2 | -8 | 0 | 105 | 0 | -14
CCCn1cnc2c(c1=O)c1nc3ccccc3nc1n2Cc1ccccc1OC
 : 1.6 | 112 | 2 | -5 | -3 | 5 | 8 | 112 | 1 | -77
COc1cccc(C2CC(c3ccccc3OC)n3ncnc3N2)c1 (stereo not given)
 : -3.7 | 95 | 13 | -1 | 4 | . | 3 | 90 | 0 | -21
CCOC(=O)c1cc2c(ccn2C)n1CC(=O)N1CCN(c2ccccc2OC)CC1
 : -0.3 | 82 | 12 | -11 | -1 | -12 | 2 | 91 | 0 | -8
CCCCNC(=O)CSc1nnc(Cc2ccccc2)n1CC
 : -0.9 | 98 | 18 | . | -11 | 14 | 1 | 101 | . | -33
Cc1ccc(C(=O)NC(=S)Nc2cccc(NC(=O)c3ccccc3Cl)c2)cc1[N+](=O)[O-]
 : -1.0 | 90 | 19 | -5 | 1 | . | 2 | 100 | -5 | -44
O=C(c1ccc(-n2cccc2)cc1)N1CCN(Cc2ccccc2)CC1
 : -3.6 | 82 | 10 | -1 | 2 | 7 | 5 | 91 | . | -66
Clc1ccc(C2=C3CCCCn4c(-c5ccccc5)c[n+](c43)C2)cc1
 : -6.1 | 5 | 3 | -9 | 11 | -1 | 8 | 6 | . | -45
CCCNC(=O)c1nc2ncc(Br)cn2n1
 : -0.5 | 99 | 7 | 9 | -9 | 4 | 1 | 95 | 0 | -20
CCOc1ccc(S(=O)(=O)NCc2ccc(Cl)cc2)c2cccnc12
 : -3.0 | 86 | 4 | 9 | 2 | 11 | 1 | 86 | -3 | -6
Cc1nn(C)cc1/C=N/O
 : 0.1 | 95 | 5 | -14 | -22 | 7 | 2 | 107 | -1 | -43
Cc1nn(C)cc1/C=N/NC(=O)c1ccc2c(c1)OCO2
 : -2.1 | 86 | 3 | -9 | 6 | -9 | -2 | 90 | 1 | -24
NC(=O)c1ncc(C(F)(F)F)cc1Oc1ccc(C(F)(F)F)cc1
 : 0.0 | 93 | 21 | -4 | 7 | . | 0 | 103 | -2 | -29
CN1CCCCc2c1nc1ccccc1c2N (tested in a mixture with another compound)
 : -4.0 | 80 | 12 | 29 | 14 | -6 | 5 | 78 | 0 | -27

(listing goes on)
The line under a structure holds: MRP1 act | PTEN del growth | Measles CPE | Yeast life ext | GALR2 antag | E-sel TNF inh | NPY Y2 blocker | HCT116 bCat-KO | Phagocyt inh | Yeast growth inh
CCOc1cc(CN2CCN(c3cccc(C(F)(F)F)c3)CC2)ccc1OC
 : -0.3 | 58 | 26 | -11 | -3 | 4 | 6 | 45 | -1 | 8
O=C(C1CCN(S(=O)(=O)c2ccc(Cl)cc2)CC1)N1CCOCC1
 : -1.5 | 93 | 6 | 1 | -3 | -5 | 3 | 95 | 0 | -19
O=C(c1ccc(N2C(=O)CCC2=O)cc1)N1CCN(c2ccccc2)CC1
 : -0.7 | 94 | 13 | -8 | -4 | -2 | 0 | 100 | -1 | -22
O=C(O)CCN1Cc2ccccc2C1=O
 : -0.7 | 91 | 6 | 6 | 4 | -28 | -1 | 88 | 0 | -19
COc1ccc(NC(=O)CCN2CCN(S(=O)(=O)c3cc(Cl)ccc3OC)CC2)cc1
 : -2.3 | 104 | 36 | -1 | 8 | . | 1 | 100 | -1 | -23
COc1ccc(-c2noc(-c3ccc(C)cc3)n2)cc1
 : 2.1 | 88 | 4 | -10 | 7 | 37 | 3 | 89 | 0 | -16
Cn1c(=O)c2c(nc(N3CCNCC3)n2Cc2cccc3ccccc23)n(C)c1=O
 : -3.3 | 85 | 1 | -16 | -6 | 8 | 1 | 83 | 0 | -1
O=C(O)c1ccccc1OCCOc1ccccc1C(=O)O
 : -0.1 | 109 | 14 | -8 | -2 | -6 | 5 | 103 | . | -66
CO/N=C/c1ccc(N2CCN(C(=O)c3ccc(F)cc3)CC2)c([N+](=O)[O-])c1
 : -4.0 | 91 | 12 | 7 | 1 | . | 4 | 88 | 0 | -12
CN(C)S(=O)(=O)c1ccc2c(c1)nc(CCC(=O)Nc1ccc3c(c1)OCO3)n2C
 : -0.5 | 96 | 5 | 0 | 7 | . | 1 | 89 | 15 | -24
CCOc1ccc(C(=O)c2cc([N+](=O)[O-])ccc2N2CCOCC2)cc1
 : -3.8 | 16 | 1 | 7 | 51* | 34 | 14 | 16 | 4 | -34
O=C(O)CC1CCS(=O)(=O)C1 (stereo not given)
 : -0.8 | 95 | 6 | -11 | 0 | . | -2 | 91 | 0 | -1
Cc1noc(C)c1C(=O)N1CC(C)OC(C)C1 (stereo not given)
 : -0.5 | 93 | 4 | -2 | 6 | 1 | 1 | 89 | -1 | 18
COc1ccccc1CN(Cc1nc2ccccc2c(=O)[nH]1)C(=O)Nc1cccc(C)c1
 : -0.7 | 37 | 8 | 66* | -3 | -12 | 8 | 49 | 1 | 6
O=C(NCc1ccc(Cl)cc1)c1ccccc1CCc1ccccc1
 : 0.2 | 77 | 4 | 41* | -3 | . | 5 | 78 | -2 | -9
Cc1cc(C)c(OCCCCn2cnc3ccccc3c2=O)c(C)c1
 : -1.9 | 83 | 13 | -9 | 1 | 27 | 2 | 94 | . | -45
Cc1cc(=O)[nH]c(N/N=C/c2c(O)n(-c3ccccc3)c(=O)c3ccccc23)n1
 : 0.1 | 84 | 5 | 2 | 16 | . | 1 | 89 | 1 | -30
CCCNCc1cc(OC)c(OCCC)cc1Cl
 : -1.2 | 109 | 16 | . | -1 | -31 | 2 | 95 | . | -29
Cc1ccc(-c2nc3ccccc3c(=O)n2CCN2CCOCC2)cc1
 : -1.0 | 99 | 16 | 3 | 6 | 38 | 1 | 103 | 0 | -14
CCOC(=O)c1c(-c2ccc(C)cc2)csc1NC1=NS(=O)(=O)c2ccccc21
 : -1.6 | 80 | 13 | 0 | 7 | . | 2 | 86 | . | -18

More entries follow:
The line under a structure holds: MRP1 act | PTEN del growth | Measles CPE | Yeast life ext | GALR2 antag | E-sel TNF inh | NPY Y2 blocker | HCT116 bCat-KO | Phagocyt inh | Yeast growth inh
O=C(COC(=O)c1ccccc1Nc1ccccc1)NCc1ccccc1
 : -1.8 | 86 | 9 | 8 | -3 | 3 | 4 | 94 | -15 | -18
Cc1ccc(S(=O)(=O)Nc2cc(C(C(=O)OC(C)C)C(=O)C(F)(F)F)c(O)c3ccccc23)c(C)c1 (stereo not given)
 : -3.4 | 62 | 15 | 18 | 5 | . | -1 | 68 | -12 | -76
CCOC(=O)N(C)OC(=O)Nc1ccc(Cl)c(Cl)c1
 : 0.6 | 96 | 8 | -10 | 12 | . | 3 | 89 | -1 | -55
Nc1nc2n(n1)C(c1cccc(Br)c1)CC(c1ccc(F)cc1)N2 (stereo not given)
 : 3.0 | 90 | 16 | -4 | -18 | . | 0 | 101 | . | -7
CC(C)COC(=O)n1c(=O)oc2cc(S(=O)(=O)N3CCCCC3)ccc21
 : 1.8 | 97 | 22 | 6 | 0 | . | 0 | 98 | -1 | -26
O=C(CN1CCN(c2ccccn2)CC1)NCCc1ccccc1
 : -2.6 | 97 | 19 | -6 | -16 | -1 | 1 | 90 | 0 | -2
O=C(Cc1cccs1)Nc1ccccc1NC(=O)Cc1cccs1
 : -3.7 | 90 | 7 | -8 | -3 | -35 | -1 | 98 | 0 | -24
Cc1ccc(C(C)C)c(OCCN2C(=O)NC(C)(C)C2=O)c1
 : -1.7 | 92 | 7 | -5 | -14 | . | 7 | 93 | 3 | -46
Cc1cc2oc3c(c(=O)c2cc1C)C(c1ccc(F)cc1)N(CCCN1CCOCC1)C3=O (stereo not given)
 : -3.7 | 97 | 18 | -6 | -5 | -6 | 8 | 84 | . | -16
Cc1cccc(N2CCN(C(=O)C3CCN(S(=O)(=O)c4cccc5nsnc45)CC3)CC2C)c1 (stereo not given)
 : -0.9 | 35 | 18 | -5 | 10 | . | 0 | 35 | 0 | -56
CCCOC(=O)C1=C(C)NC2=C(C(=O)CC(C)(C)C2)C1c1ccc(N(C)C)cc1 (stereo not given)
 : -0.1 | 80 | 2 | -4 | 5 | 0 | -3 | 92 | 2 | -15
CCOc1ccc(NC(=O)CC2C(=O)N(c3ccccc3)C(=O)N2CCc2cccs2)cc1 (stereo not given)
 : -2.5 | 76 | 14 | 14 | 5 | . | 7 | 78 | 0 | -22
Cc1c(CNC2CCC(C)CC2)c(C(=O)O)c(C)n1Cc1ccccc1 (stereo not given)
 : -0.7 | 89 | 17 | 8 | -3 | . | 4 | 94 | -6 | -23
O=C(CN1CCN(C(c2ccccc2)c2ccccc2)CC1)NC(=O)NCc1ccco1
 : -3.1 | 89 | 14 | -29 | -6 | 3 | -2 | 92 | . | -64
CC(=O)SC(C)CC(=O)Nc1ccccc1 (stereo not given)
 : 0.8 | 110 | 12 | -5 | 18 | . | -7 | 109 | 1 | -66
O=c1oc2ccccc2c2c1C(c1ccc(Cl)cc1)Nc1ccc3ccccc3c1-2 (stereo not given)
 : -1.9 | 76 | 15 | 6 | 9 | 5 | 3 | 73 | -1 | -76
O=C(/C=C/Nc1ccc(F)cc1)c1ccc(Oc2ncccn2)cc1
 : 0.5 | 107 | 15 | -4 | -7 | 10 | 0 | 98 | 0 | -39
COc1ccc(S(=O)(=O)N2CCN(C(=O)Cc3cccs3)CC2)cc1
 : -2.4 | 91 | 9 | -5 | 4 | . | 2 | 95 | . | -13
CCOC(=O)c1c(-c2ccc(-c3ccccc3)cc2)csc1NC(=O)C1C2CCC(O2)C1C(=O)O (stereo not given)
 : -1.2 | 88 | 10 | -3 | -3 | -13 | 2 | 101 | . | -40
CC(C)CN(C(=O)COC(=O)c1ccccc1Sc1ccccc1C#N)C1CCS(=O)(=O)C1 (stereo not given)
 : -2.5 | 97 | 3 | 4 | -7 | . | 1 | 92 | -3 | -37

An unsorted share of the library. Share with any hit: about 6.2%.
